SENP1 inh: human SENP1 catalytic domain inhibitors, primary screen, biochemical, FRET, uHTS; recombinant SENP1 catalytic domain, CyPet-SUMO1-YPet FRET cleavage; Sentrin-specific protease 1 (Homo sapiens), Q9P0U3; inhibition, % at 10 µM; 0.21% of 360,000 active; AID 624204, 2012;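 active means inhibition at least 30% at 10 µM, raw YFP signal under a set limit, fluorescence ratio 0.5 to 1.5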;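 further: 0% = enzyme with DMSO and 100% = no enzyme wells; some results filed as inactive read as strong as hits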
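Compound: 10 µM single point, 0.5% DMSO; Test system: hSENP1 catalytic domain, recombinant; Timing: 50 min reaction at room temperature; Technique: FRET, CFP and YFP emission; Control set: no-enzyme wells low, DMSO-plus-enzyme wells high control.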
SENP8 block-1: SENP8 protease inhibitors, primary screen, biochemical, luminescence; 1.2% of 330,000 active; inhibition, % at 10 µM; purified SENP8, Z-RLRGG-aminoluciferin cleavage; AID 2540, 2010; in the data active means inhibition above about 50%
Apaf1 inhib: inhibitors of human Apaf-1 apoptosome, primary screen, biochemical, DEVD-Rh110 fluorescence, uHTS; Apoptotic protease-activating factor 1 (Homo sapiens), O14727; reconstituted apoptosome caspase-3 activity; inhibition, % at 20 µM; 0.71% of 330,000 active; active means inhibition of at least 40% at 20 µM;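 further: plate controls were DMSO wells for no effect and DEVD-CHO caspase inhibitor wells for full effect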
Target sequence (O14727 whole entry, looked up): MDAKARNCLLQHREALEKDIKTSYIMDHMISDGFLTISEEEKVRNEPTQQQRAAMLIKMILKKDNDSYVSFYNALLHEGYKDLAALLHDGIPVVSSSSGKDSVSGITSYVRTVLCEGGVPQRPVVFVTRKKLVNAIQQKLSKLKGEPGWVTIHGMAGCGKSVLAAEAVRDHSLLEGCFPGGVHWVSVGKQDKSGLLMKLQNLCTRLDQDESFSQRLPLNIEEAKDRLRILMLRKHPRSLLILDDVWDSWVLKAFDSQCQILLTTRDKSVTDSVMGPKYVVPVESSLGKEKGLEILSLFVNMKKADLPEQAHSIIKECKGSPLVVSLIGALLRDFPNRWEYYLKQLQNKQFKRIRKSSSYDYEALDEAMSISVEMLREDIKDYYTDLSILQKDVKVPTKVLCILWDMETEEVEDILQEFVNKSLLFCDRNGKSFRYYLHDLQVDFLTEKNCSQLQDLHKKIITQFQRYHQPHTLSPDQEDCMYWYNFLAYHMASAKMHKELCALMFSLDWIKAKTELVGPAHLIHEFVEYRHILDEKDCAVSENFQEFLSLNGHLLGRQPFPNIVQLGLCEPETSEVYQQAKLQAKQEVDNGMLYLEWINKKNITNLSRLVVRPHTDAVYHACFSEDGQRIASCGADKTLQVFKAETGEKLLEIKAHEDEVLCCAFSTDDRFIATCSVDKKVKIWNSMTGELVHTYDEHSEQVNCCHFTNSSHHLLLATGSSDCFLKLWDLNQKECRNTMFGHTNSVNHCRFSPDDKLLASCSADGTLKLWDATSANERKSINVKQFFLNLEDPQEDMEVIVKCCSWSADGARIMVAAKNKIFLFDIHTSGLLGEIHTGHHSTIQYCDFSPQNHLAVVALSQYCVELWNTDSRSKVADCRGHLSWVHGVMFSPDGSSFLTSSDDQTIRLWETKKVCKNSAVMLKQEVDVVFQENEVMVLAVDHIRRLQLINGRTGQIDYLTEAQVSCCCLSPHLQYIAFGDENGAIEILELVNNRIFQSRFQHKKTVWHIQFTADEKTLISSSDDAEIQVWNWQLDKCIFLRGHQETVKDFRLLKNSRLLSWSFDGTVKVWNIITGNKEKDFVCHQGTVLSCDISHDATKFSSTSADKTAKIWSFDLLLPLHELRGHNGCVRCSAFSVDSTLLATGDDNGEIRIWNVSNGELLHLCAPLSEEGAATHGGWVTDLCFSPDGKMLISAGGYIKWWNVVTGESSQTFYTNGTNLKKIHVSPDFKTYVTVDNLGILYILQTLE
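Material: reconstituted apoptosome with Apaf-1, cytochrome c, caspase-9, procaspase-3, dATP / Buffer or medium: pH 7.5 Hepes buffer with CHAPS, BSA, DTT / Also added: cytochrome c with DEVD-Rh110 / Schedule: compound with Apaf-1, dATP, procaspase-3 30 min, then 50 min reaction, room temperature / Technique: rhodamine 110 fluorescence at Ex 480/Em 540 nm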
SENP7 inh: SENP7 protease inhibitors, primary screen, biochemical, luminescence, uHTS. Sentrin-specific protease 7 (Homo sapiens), Q9BQF6. recombinant SENP7, Z-RLRGG-aminoluciferin luminescence, 40 min. inhibition, % at 5 µM. 1.5% of 330,000 active;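 active means inhibition above about 50% at the single test dose, limit read from the data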;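 further: plate controls were DMSO with enzyme for no effect and no enzyme buffer wells for full effect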
SENP8 block-2: human SENP8 protease inhibitors, primary screen, biochemical, fluorescence, Nedd8 protein substrate, uHTS. Sentrin-specific protease 8 (Homo sapiens), Q96LD8. recombinant SENP8. inhibition, % at 20 µM. 0.64% of 360,000 active. AID 602440, 2012; in the data active means inhibition mostly above about 40%, no sharp cut-off; inactive means mostly below about 27%
PfG6PD inh: PfG6PD enzyme inhibitors, primary screen, biochemical, fluorescence intensity, uHTS. PfGluPho enzyme, NADPH resazurin-diaphorase fluorescence. inhibition, % at 20 µM. glucose-6-phosphate dehydrogenase-6-phosphogluconolactonase (Plasmodium falciparum 3D7). 0.78% of 350,000 active. AID 504690, 2011;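 active means inhibition reaching at least a set limit at 20 µM in the primary screen, cut at about 59% in these data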;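 further: 0% = DMSO wells with substrate and 100% = DMSO wells lacking glucose-6-phosphate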
NLRP3 yeast inh: NALP3 inflammasome inhibitors in reconstituted yeast, primary screen, luminescence, uHTS. Yeast reconstituted NLRP3/ASC/caspase-1, beta-gal luminescence, 24 h. 0.39% of 330,000 active. inhibition, % at 10 µM;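 active means inhibition of 50% or more; inactive means inhibition below 50%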;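 further: plate controls were induced DMSO wells for no effect and uninduced yeast grown without galactose for full effect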
HKDC1 inhibitor: HKDC1 hexokinase inhibitors, primary screen, biochemical, fluorescence, uHTS; recombinant HKDC1, G6PDH/diaphorase resazurin coupled fluorescence; Q2TB90; AID 493160, 2011; 0.16% of 340,000 active; inhibition, % at 20 µM;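 active means inhibition above about 35% when tested at 20 µM, limit read from the data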;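 further: plate controls were DMSO wells with enzyme for no effect and DMSO wells lacking enzyme for full effect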
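test system = in-house recombinant HK5 (HKDC1) enzyme | amount = HKDC1 at 5 µg/mL | control set = DMSO-enzyme wells negative, buffer-substituted wells positive | compound = one dose of 20 µM, 1% DMSO | schedule = reaction time 90 min, room temperature, protected from light | technique = resorufin fluorescence at 613 nm | reagent = glucose with 1 mM ATP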
SENP6 block: SENP6 protease inhibitors, primary screen, biochemical, luminescence, uHTS. Sentrin-specific protease 6 (Homo sapiens), Q9GZR1. Recombinant SENP6 catalytic domain, aminoluciferin luminescence. inhibition, % at 10 µM. 1.8% of 330,000 active;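 active means inhibition above about 50% at the single tested dose, limit read from the data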;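 further: plate controls were DMSO wells with enzyme for no effect and DMSO wells lacking enzyme for full effect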
* hit, by the source's call; / = no result given.

The line under a structure holds: SENP1 inh	SENP8 block-1	Apaf1 inhib	SENP7 inh	SENP8 block-2	PfG6PD inh	NLRP3 yeast inh	HKDC1 inhibitor	SENP6 block
- CC1(C)Cc2c(sc(NC(=O)COc3cccc4ccccc34)c2C#N)C(C)(C)N1
  -6	0	46*	6	22	3	25	0	-1
- O=C(Nc1ccc2[nH]c(=O)[nH]c2c1)c1ccc([N+](=O)[O-])o1
  -9	-9	18	2	8	32	17	8	7
- COc1ccc(-c2nnn(CC(=O)N(CC3CCCO3)C(C(=O)NC(C)(C)C)c3ccco3)n2)cc1OC (stereo unspecified)
  0	1	-14	7	3	12	16	-15	1
- O=C(Nc1cccc([N+](=O)[O-])c1)Nc1cccs1
  1	0	6	9	16	18	2	-9	10
- O=C(NC(=S)Nn1cnnc1)c1ccc(F)cc1Cl
  0	-13	7	-6	4	23	-5	0	6
- COc1ccc(C(=O)N2CCOC2CNC(=O)C(=O)NCc2ccc3c(c2)OCO3)cc1 (stereo unspecified)
  -1	4	-7	6	1	6	8	-1	9
- O=C(c1cccs1)N1CCC(c2ccccc2)C1 (stereo unspecified)
  0	-12	6	6	22	-8	16	4	-6
- Cc1cccc(N(C(=O)c2csnn2)C(C(=O)NCc2ccccc2)c2ccncc2)c1 (stereo unspecified)
  1	3	9	10	10	-11	-7	-5	-21
- COc1ccccc1CNc1ccc(CNc2ncn[nH]2)cc1
  -2	-3	-3	0	8	-17	11	-3	-11
- O=C(O)c1ccc(Nc2nc(-c3ccccc3)cs2)cc1
  0	50	-3	65*	-72	-11	3	-12	84*
- COc1ccccc1-c1cccc([C@@H]2C[C@H]3[C@H](CON3C)CN2Cc2ccccc2)c1
  0	/	/	/	11	16	/	-1	/
- COC1=C/C(=C/c2c(N)n3cc(C)sc3nc2=O)C=CC1=O
  -25	-10	11	-4	11	17	-55	1	-8
- CCN(CC(=O)NC1CCS(=O)(=O)C1)c1nc(-c2ccccc2)nc2ccccc12 (stereo unspecified)
  -1	-2	1	2	-14	-3	1	4	-1
- O=C(O)CC1Oc2ccc(Cl)cc2NC1=O (stereo unspecified)
  1	0	3	-2	11	-3	28	-2	10
- CCCOc1cccc(C(=O)NCCCNC(=O)c2cccnc2)c1
  3	-7	0	-2	-1	-2	-4	-3	-4
- CC(C)N1CCC2(CC1)C(C#N)=C(N)NC(S)=C2C#N
  /	-7	6	5	/	/	2	/	-21
- Nc1c([N+](=O)[O-])cnnc1-c1ccccc1
  0	0	4	-1	12	-15	29	-7	12
- Cc1nc(-c2cccs2)ccc1C(=O)O
  -21	7	2	8	-71	4	11	0	11
- CCc1ccc(CNC(=O)C2CCCN(c3nnc(C)c4c(C)n(-c5ccccc5)nc34)C2)cc1 (stereo unspecified)
  7	-4	36	0	-323	-3	4	7	-15
- COc1ccc(Cl)cc1NC(=O)CN(C)Cc1cccs1
  1	-11	24	-6	3	21	12	3	-11
- Cc1ccc(-c2nc(CS(=O)CC(=O)NCCN(CC(C)C)CC(C)C)c(C)o2)cc1 (stereo unspecified)
  1	7	9	6	12	10	-14	0	-4
- Cc1cccc(-n2ncc3c(N(CCO)CCO)ncnc32)c1
  -2	-8	6	7	3	-1	7	-2	-5
- COc1cccc(-c2nn(-c3ccccc3)cc2/C=C(\C#N)C(=O)NCCCn2ccnc2)c1
  -30	-7	20	7	-266	18	9	-2	4
- Cc1nnc2ccc(-c3ccc(NC(=O)c4cccnc4Cl)cc3)nn12
  1	-7	-11	6	-441	3	-3	1	-27
- O=C(O)c1ccc(S(=O)(=O)c2ccc3c(c2)C(=O)N(c2ccc(O)cc2)C3=O)cc1
  1	-8	-14	4	14	-5	-3	-10	1
- CCOc1ccc(NC(=S)NC2CC3CCC(C2)N3Cc2ccco2)cc1 (stereo unspecified)
  1	-8	6	-5	21	-17	10	0	-8
- CC1(C)CC(C(CC(=O)N2CCCC2)Cc2ccccc2)CCO1 (stereo unspecified)
  4	-6	-3	-9	16	-6	2	-6	0
- Brc1ccc(-c2cnco2)cc1
  2	0	7	-3	10	-15	10	-2	-5
- CC(C)CNC(=O)c1cccc(NC(=O)COc2ccc([N+](=O)[O-])cc2)c1
  -1	-4	-3	4	2	-4	-5	-4	-3
- CCC(C)C(Nc1ccc(C(=O)OC)cc1[N+](=O)[O-])C(=O)OC (stereo unspecified)
  3	-10	3	-6	17	-12	-2	-7	-3
- CCC1CCCCN1Cc1ccc(OC)c(C)c1 (stereo unspecified)
  3	-10	1	-10	18	9	10	-5	-16
- COc1cccc2sc(Nc3nc(-c4ccccn4)cs3)nc12
  -15	42	29	45	-84	/	13	/	65*
- CCOc1ccc(S(=O)(=O)N2CCC(C(=O)N3CCCCCC3)CC2)cc1Cl
  2	-3	7	0	2	6	30	3	-16
- COc1cc(Cl)ccc1OCc1cc(C(=O)NCCCN2CCCC2=O)no1
  -1	-10	3	16	3	-7	19	-1	-11
- COc1cc(C(C)=O)ccc1COc1ccc(C(=O)OC(C)C(=O)NC(N)=O)cc1OC (stereo unspecified)
  -3	2	-10	7	3	-4	6	8	5
- CC1(C(=O)NC2CCCCCCC2)CCC(=O)N1CCN1CCOCC1 (stereo unspecified)
  1	4	-9	8	11	-5	13	13	-15
- CC(C)C1COS(=O)(=O)NC1CC(=O)SC(C)(C)C (stereo unspecified)
  -1	-1	15	7	9	-11	2	3	-1
- CC1=C(C(=O)O)N2C(=O)C(NC(=O)c3ccc(F)cc3)C2SC1 (stereo unspecified)
  -1	-7	-1	8	5	49	10	-2	-4
- CCN(CC(=O)NCc1cccs1)S(=O)(=O)c1ccc(F)c(F)c1F
  0	-11	9	13	12	0	11	1	-27
- Cc1ccc2c(C(=O)CN3CCCCC3)c(C)[nH]c2c1
  1	-10	6	-4	10	13	4	3	-8
- O=C(COc1ccccc1)N1CCN=C1SCc1ccccc1F
  1	-2	-16	6	28	6	-2	-8	-13
- O=C(CSc1cc(Cl)ccc1Cl)NC1CC1
  1	3	-11	9	8	-7	0	4	5
- CCOC(=O)Cn1nc(C)c([N+](=O)[O-])c1C
  5	-7	-7	5	2	0	9	-9	-19
- c1csc(-c2cn3c(n2)SCC3)c1
  -2	3	-2	5	-15	-10	8	-5	11
- CCOC(=O)C1CCN(C(=O)c2cccc(S(=O)(=O)NCc3ccccc3)c2)CC1
  3	7	-2	2	3	2	0	-4	11
- CC(C)Cc1nc(N2CCN(C(=O)c3ccccc3)CC2)c(C#N)c2c1CCC2
  -1	-2	24	-4	-266	0	19	-2	-3
- CC1SC(c2ccc(F)cc2)N(CCc2ccccc2)C1=O (stereo unspecified)
  7	-13	17	-7	14	-9	14	0	-2
- COCCN1C(=O)C(=O)/C(=C(/O)c2ccc(S(=O)(=O)N3CCCCC3)cc2)C1c1ccc(OC)cc1 (stereo unspecified)
  0	-11	17	-11	11	-28	3	-2	9
- CCc1nc2ccccc2c(C(=O)OCC(=O)NC2CCCC2)c1C
  1	-6	0	-5	-1	-2	10	4	4
- Cc1c(C)n(CCC(=O)O)c2ccccc12
  0	-2	-70	-6	4	8	-2	-7	-30
- OCCC1CN(Cc2ccccc2OC2CCCC2)CCN1Cc1ccsc1 (stereo unspecified)
  0	0	-4	-2	2	-4	17	-10	-6
- COC(=O)COc1ccc(Cl)cc1C1Nc2ccccc2C(=O)N1c1ccc(OC)cc1 (stereo unspecified)
  4	-6	21	-5	-282	-23	-9	0	-36
- Cc1c(C(=O)NC(C)c2ccncc2)oc2ccccc12 (stereo unspecified)
  -2	5	-9	-1	3	8	8	-6	-4
- Cc1ccccc1Nc1c(N)c(=O)oc2ccccc12
  2	-1	13	-7	-4	11	1	3	-6
- CC1(C)C(=O)Nc2ccccc2N1C(=O)CN1C(=O)c2ccccc2C1=O
  0	6	0	-1	6	-5	3	-5	-6
- CCCN1Cc2cccc(C(=O)NCCCOC(C)C)c2C1=O
  1	-1	3	3	20	-18	2	-10	-13
- Cc1onc(-c2c(Cl)cccc2Cl)c1NC(=O)NNc1c(Cl)cncc1Cl
  2	7	-22	0	4	-9	8	-2	-10
- O=C(Nc1cccc(S(=O)(=O)N2CCOCC2)c1)c1cn(-c2ccccc2)nc1-c1ccccc1
  0	1	-5	2	11	11	2	-8	-1
- COc1ccc(N2C(=O)c3ccccc3NC2c2ccc(OC)c(CN3CCOCC3)c2)cc1 (stereo unspecified)
  -5	-5	3	11	-430	-5	-5	-2	-14
- CC(C)NC(=O)[C@H]1N2C(=O)c3ccccc3C2SC1(C)C (stereo partly specified)
  2	0	-4	3	19	-1	-8	-5	-14

Some of these compounds in order of their number in SENP6 block, descending.
SMILES | SENP1 inh | SENP8 block-1 | SENP7 inh | PfG6PD inh | NLRP3 yeast inh | HKDC1 inhibitor | SENP6 block
O=C(Nc1cccc(S(=O)(=O)N2CCOCC2)c1)c1cn(-c2ccccc2)nc1-c1ccccc1 | 0 | 1 | 2 | 11 | 2 | -8 | -1
CCCN1Cc2cccc(C(=O)NCCCOC(C)C)c2C1=O | 1 | -1 | 3 | -18 | 2 | -10 | -13
COc1ccc(N2C(=O)c3ccccc3NC2c2ccc(OC)c(CN3CCOCC3)c2)cc1 (stereo unspecified) | -5 | -5 | 11 | -5 | -5 | -2 | -14

Remaining list, next part.
The line under a structure holds: SENP1 inh	SENP8 block-1	Apaf1 inhib	SENP7 inh	SENP8 block-2	PfG6PD inh	NLRP3 yeast inh	HKDC1 inhibitor	SENP6 block
- COc1ccc(OC)c(/C=C/C(=O)N2C(=O)c3cccc(N)c3C2=O)c1
  -27	8	2	-1	-310	12	7	1	6
- O=C(O)C(c1ccccc1)C(O)C1CC=CCC1 (stereo unspecified)
  -10	/	/	/	7	4	/	-2	/
- Cc1ccc(C)c(NC(=S)N(Cc2cccc(Br)c2)CC2CCC(C(=O)O)CC2)c1 (stereo unspecified)
  1	-10	19	-5	10	-2	13	-8	3
- CC(C)(C)/C(O)=C(/C#N)c1nc2ccccc2[nH]1
  -50	-21	-2	-3	-30	-9	1	11	-21
- O=C1CC(c2ccc(Cl)cc2)SC(N(c2ccccc2)c2ccccc2)=N1 (stereo unspecified)
  1	-14	16	-4	10	-27	-12	-1	-29
- Cc1nnc(NC(=O)c2cccc(F)c2)s1
  1	-10	-2	5	7	-23	13	4	8
- Cc1ccc(C(=O)O)c(C(=O)Nc2nc(C)cs2)c1
  -4	-10	0	10	8	20	3	1	4
- O=C(Nc1ccccc1)/C(=C1\CCCN1)[N+](=O)[O-]
  0	-10	-6	-5	18	-1	4	1	-5
- OC(COCc1cccs1)CN1CCN(c2ccccc2Cl)CC1 (stereo unspecified)
  1	-16	13	-7	11	4	16	1	1

Screening results as filed in PubChem BioAssay.
